# PHOSPHO1 inh – PubChem AID 1565; recombinant PHOSPHO1, absorbance phosphatase assay; 290,000 tested, 1.1% active; Phosphoethanolamine/phosphocholine phosphatase (Homo sapiens), Q8TCT1; inhibition, % at 13.3 µM; in the data active means inhibition above about 60%
# Target sequence (Q8TCT1 whole entry, looked up): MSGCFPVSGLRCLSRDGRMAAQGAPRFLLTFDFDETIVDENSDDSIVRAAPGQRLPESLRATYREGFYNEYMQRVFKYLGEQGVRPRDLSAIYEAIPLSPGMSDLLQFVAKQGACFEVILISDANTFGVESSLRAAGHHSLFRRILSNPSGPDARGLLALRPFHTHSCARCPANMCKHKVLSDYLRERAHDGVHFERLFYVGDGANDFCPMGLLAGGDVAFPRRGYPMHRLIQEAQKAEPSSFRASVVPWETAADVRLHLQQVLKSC
# NALP1 yeast inh – NALP1 inflammasome inhibitors in reconstituted yeast, colorimetric, S. cerevisiae, triplicate retest; S. cerevisiae NALP1/ASC/caspase-1 growth, X-gal OD620, 72 h; inhibition, % at 10 µM; 280,000 tested, 0.61% active; AID 2071, 2009; in the data active means inhibition mostly above about 24%, no sharp cut-off; inactive means mostly below about 32%; further: some compounds called inactive have numbers as strong as hits
# MEKK2wt PB1 HTS – modulators of MEK5 binding to wildtype MEKK2, primary screen, biochemical, multiplex bead flow cytometry, Alexa488-MEK5; AID 1531, 2009; Mitogen-activated protein kinase kinase kinase 2 (Homo sapiens), Q9Y2U5; Alexa488-MEK5 binding to MEKK2 WT; actives lie on both sides; binding response (% of control), % at 10 µM; 290,000 tested, 1.1% active; in the data active means binding response below about 67% or above about 130%
# GalR3 antagonist – GalR3 antagonists in HEK293 cells, primary screen, cell-based, fluorescence readout. HEK293 GalR3-CNG cAMP membrane potential fluorescence; galR3 body fused to GalR1 C-terminus. 360,000 tested, 0.44% active. inhibition, % at 3 µM;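 active means inhibition above the screen-wide average plus 3 SD, cut at about 13% in these data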;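 further: forskolin and galanin both at EC90 stimulate the cells; cAMP rise reported by CNG channel membrane potential dye signal; 0% = forskolin plus galanin with DMSO and 100% = forskolin alone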
# V1aR counter – agonists of human V1a receptor, primary screen, counter-screen for OXTR agonist project, fluorescence, CHO-V1R cells | 320,000 tested, 0.25% active | activation, % at 3 µM | Fluo-8 calcium fluorescence, agonist mode; 0% DMSO, 100% 3 nM vasopressin | Vasopressin V1a receptor (Homo sapiens), P37288;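 active means activation above the mean activation of all tested compounds plus 3 SD, per screening run, cut at about 20% in these data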;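 further: signal is peak over basal fluorescence ratio across a 100 second FLIPR read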
# Target sequence (P37288 whole entry, looked up): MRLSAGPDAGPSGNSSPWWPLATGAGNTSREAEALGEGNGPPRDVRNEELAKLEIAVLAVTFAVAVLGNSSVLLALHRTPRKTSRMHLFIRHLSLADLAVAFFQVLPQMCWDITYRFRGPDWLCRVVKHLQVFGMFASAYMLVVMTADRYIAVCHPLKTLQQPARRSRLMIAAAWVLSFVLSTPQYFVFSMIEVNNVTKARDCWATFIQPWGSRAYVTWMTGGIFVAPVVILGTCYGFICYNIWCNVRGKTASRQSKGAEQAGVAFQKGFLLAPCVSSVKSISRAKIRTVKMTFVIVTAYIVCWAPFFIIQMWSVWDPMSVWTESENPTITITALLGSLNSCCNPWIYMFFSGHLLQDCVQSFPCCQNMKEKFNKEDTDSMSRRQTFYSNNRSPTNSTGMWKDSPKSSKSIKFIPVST
# MEKK2mut PB1 HTS – MEK5 binding signal on mutant MEKK2 PB1, primary screen, biochemical, multiplex bead flow cytometry, Alexa488-MEK5; Alexa488-MEK5 binding to MEKK2 mutant; percent response, % at 10 µM; 290,000 tested, 0.35% active; AID 1530, 2009; in the data active means percent response above about 24%, passing the limit was not always enough; further: inactives centre near 1; some results filed as inactive read as strong as hits; reference of the scale not given here
# GPR7 antagonist – GPR7 receptor antagonists, primary screen, cell-based, fluorescence, single concentration; Neuropeptides B/W receptor type 1 (Homo sapiens), P48145; GPR7-expressing cells, fluorescence antagonist assay; inhibition, % at 4.4 µM; 290,000 tested, 1.1% active; AID 1861, 2009; in the data active means inhibition above about 16%, passing the limit was not always enough;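 further: cells stimulated with the agonist NPW; 0% = agonist with vehicle and 100% = vehicle without agonist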
# MEKK3 PB1 HTS – modulators of MEKK3-MEK5 PB1 binding, primary screen, biochemical, wildtype MEKK3, multiplex bead flow cytometry, Alexa488-MEK5 | bead-based flow cytometry, Alexa488-MEK5 binding to MEKK3; actives lie on both sides; 0 = blocked by unlabeled MEK5, 100 = vehicle | binding response (% of control), % at 10 µM | 290,000 tested, 1.4% active | AID 1529, 2009;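 active means binding response more than 3 SD above or below the average of its plate-row segment, actives on both sides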;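 further: Alexa488 bead fluorescence after subtracting the streptavidin-only scavenger bead signal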
# OXTR ag – human OXTR agonists, primary screen, fluorescence, CHO-OTR cells, Fluo-8 calcium; Oxytocin receptor (Homo sapiens), P30559; Fluo-8 calcium fluorescence; normalized: DMSO 0%, oxytocin 100%; activation, % at 3 µM; 320,000 tested, 0.32% active;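 active means activation above the mean of all tested compounds plus 3 SD, cutoff set per screening run, cut at about 20% in these data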;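 further: peak over basal fluorescence ratio from a 100 s FLIPR kinetic read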
# Target sequence (P30559 whole entry, looked up): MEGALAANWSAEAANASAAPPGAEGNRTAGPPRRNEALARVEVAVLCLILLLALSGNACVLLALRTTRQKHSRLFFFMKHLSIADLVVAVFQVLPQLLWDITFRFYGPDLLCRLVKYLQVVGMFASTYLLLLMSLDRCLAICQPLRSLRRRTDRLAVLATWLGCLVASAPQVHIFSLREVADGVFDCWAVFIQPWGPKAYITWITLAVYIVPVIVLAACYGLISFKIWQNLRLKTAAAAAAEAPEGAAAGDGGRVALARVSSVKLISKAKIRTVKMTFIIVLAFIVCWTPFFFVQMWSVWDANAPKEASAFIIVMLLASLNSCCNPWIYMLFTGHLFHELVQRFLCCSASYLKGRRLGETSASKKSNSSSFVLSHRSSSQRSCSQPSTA
# The depositor's hits bear a star; x = no result given; & = joins results of further samples; [ ] = remark or other dose.
SMILES,PHOSPHO1 inh,NALP1 yeast inh,MEKK2wt PB1 HTS,GalR3 antagonist,V1aR counter,MEKK2mut PB1 HTS,GPR7 antagonist,MEKK3 PB1 HTS,OXTR ag
Cc1cc(C)c(C(=O)CSc2nnc(-c3cccnc3)n2C)c(C)c1,30,2,99,x,0.6,6,-8,99,-0.7
O=C(NC12CC3CC(CC(C3)C1)C2)c1cc2nc(-c3ccco3)cc(C(F)(F)F)n2n1,5,-8,96,x,-0.4,2,-4,102,-1.1
COC(=O)C(Cc1ccccc1)NC(=O)c1ccc(C)cc1 (configuration not stated),-1,3,94,-2,-0.2,-3,-5,97,-1.2
O=C(CSc1nnc(SCc2ccccc2)s1)N/N=C/c1ccc(C(=O)O)cc1,20,0,97,1,0.3,6,-4,97,-0.5
CC(C)c1ccc(OC(=O)NCCO)cc1,20,10,87,-4,0.4,-15,9,74,0.2
CC(C)C[C@H](NC(=O)NCc1ccccc1Cl)C(=O)O,9,-3,103,-5,0.5,4,6,103,0.0
COc1ccccc1Oc1ccc2c(c1)C(=O)N(c1cccc(O)c1)C2=O,6,-2,97,-2,4.6,4,1,104,3.9
COc1ccc(C2C(C#N)=C(N)OC3=C2C(=O)CC(C)C3)c(OC)c1OC (configuration not stated),3,12,99,-4,0.7,-1,-10,99,0.7
COc1ccc(S(=O)(=O)N2CCN(C(=O)Nc3ccccc3OC)CC2)cc1,27,10,97,0,-0.5,-5,-2,98,-1.2
COc1ccccc1NC(=O)COC(=O)c1ccccn1,26,2,96,-7,0.2,-2,-7,101,1.5
Cc1ccc(-n2c(Cc3ccccc3)n[nH]c2=S)cc1,101*,1,115,-5,-1.0,14,-4,110,0.5
CCN(Cc1ccccc1)C(=O)Cn1cc(S(=O)(=O)NC)c(S(=O)(=O)NC)c1,30,12,96,-6,0.6,1,-10,96,0.0
CCOc1ccccc1NC(=O)C(Sc1ccccc1)c1ccccc1 (configuration not stated),16,-10,105,-6,3.1,6,-21,105,-0.1
COc1ccc(OC)c(S(=O)(=O)Nc2cc(Cl)cc(Cl)c2)c1,14,-5,99,-6,-0.7,1,7,98,-1.4
O=C(/C=C/Nc1ccccc1F)c1ccc(Br)cc1,14,34,96,2,0.2,-2,-5,97,-0.4
Oc1cccc(Nc2ncnc3c2oc2ccccc23)c1,29,7,100,-7,-0.8,4,-4,104,-2.3
O=C(CNC(=O)C(c1ccccc1)c1ccccc1)N/N=C\c1ccc(C(=O)O)cc1,0,26,99,0,-0.6,-9,-6,100,0.4
CC(=O)Nc1ccc(S(=O)(=O)NC2=NCN(C)CN2)cc1,53,12,115,1,-0.5,1,-17,120,0.1
Cc1ccc2c(CC(=O)Nc3cccc(S(=O)(=O)N4CCOCC4)c3)coc2c1,32,0,107,0,3.4,-2,2,105,4.4
COc1ccc(CN2CC(C(=O)NCCc3ccccc3)CC2=O)cc1 (configuration not stated),-12,7,105,-8,0.5,8,-9,106,-0.3
CCOC(=O)N1C(=O)c2cc(OC)ccc2S1(=O)=O,40,8,98,-4,0.9,-3,-8,100,0.4
NC(=O)NOCc1ccc(F)cc1Cl,7,5,101,-1,1.6,5,-13,103,0.5
Cc1nc2ccc(C(=O)O)cc2[nH]1,9,-4,96,-3,0.8,0,-8,100,0.9
Cc1ccc(O)c(Nc2ncnc3ccc([N+](=O)[O-])cc23)c1,29,-5,103,-3,-0.2,8,-11,101,-1.4
COc1ccc(CN=CC2=C(O)CC(C)(C)CC2=O)cc1,-15,14,99,-3,0.7,-3,0,102,0.1
O=C(Oc1ccc(OC(=O)N2CCCCC2)cc1)c1ccccc1,-18,36,101,-4,0.4,2,-6,100,0.5
O=C(NC1CCCc2ccccc21)C1CCC(CNc2c(N3CCOCC3)c(=O)c2=O)CC1 (configuration not stated),-12,13,107,3,0.5,-1,-7,102,0.3
COc1cc(S(=O)(=O)NCc2ccc3c(c2)OCO3)c(OC)cc1C,x,10,101,-5,0.8,-1,4,101,-1.1
Fc1ccc(C(c2nnnn2C2CCCC2)N2CCN(Cc3ccncc3)CC2)cc1 (configuration not stated),14,3,94,-3,0.6,-10,3,82,-0.5
Cc1nc2c(c(=O)n1CCC1=CCCCC1)c1nc3ccccc3nc1n2/N=C/c1ccco1,11,11,x,-4,-0.6,x,5,x,0.2

# An excerpt of these results, with values under each structure:
# Each structure is followed by: PHOSPHO1 inh	NALP1 yeast inh	MEKK2wt PB1 HTS	GalR3 antagonist	V1aR counter	MEKK2mut PB1 HTS	GPR7 antagonist	MEKK3 PB1 HTS	OXTR ag
O=C(Oc1ccc(OC(=O)N2CCCCC2)cc1)c1ccccc1
    -18	36	101	-4	0.4	2	-6	100	0.5
O=C(NC1CCCc2ccccc21)C1CCC(CNc2c(N3CCOCC3)c(=O)c2=O)CC1 (configuration not stated)
    -12	13	107	3	0.5	-1	-7	102	0.3
COc1cc(S(=O)(=O)NCc2ccc3c(c2)OCO3)c(OC)cc1C
    x	10	101	-5	0.8	-1	4	101	-1.1

# Following part:
SMILES,PHOSPHO1 inh,NALP1 yeast inh,MEKK2wt PB1 HTS,GalR3 antagonist,V1aR counter,MEKK2mut PB1 HTS,GPR7 antagonist,MEKK3 PB1 HTS,OXTR ag
CCN(CC)c1c([N+](=O)[O-])ncn1C,1,22,104,-1,0.7,5,0,105,0.5
O=C(NNC(=O)C1CCN(S(=O)(=O)c2ccc(Cl)cc2)CC1)c1ccncc1,25,-10,97,-2,-0.4,-8,-1,99,-0.7
CCOC(=O)C1CCCN(S(=O)(=O)c2ccc3c(c2)NC(=O)CO3)C1 (configuration not stated),32,-6,98,-7,3.3,2,-22,100,3.3
O=C(CCCOc1ccccc1)Nc1nccs1,23,8,100,-3,-1.0,2,4,100,-0.6
O=C(N/N=C/c1ccc(O)c(O)c1)NC12CC3CC(CC(C3)C1)C2,7,6,102,-8,3.3,2,10,101,5.2
O=C(O)C1=C[C@H](c2ccc(Br)cc2)C[C@H](OCc2ccc(CO)cc2)O1,35,-10,98,-2,0.6,6,-17,104,-0.1
CCN1CCN(C(=O)NC2CCCCC2)CC1,24,3,106,-8,0.7,2,-2,102,0.2
COc1ccc(CN2CCN(c3ccccn3)CC2)c(OC)c1C,-1,16,86,1&-4,-1.6&-0.3,-13,9,79,-0.5&0.1
OC1CCN(CC(O)C(F)(F)F)CC1 (configuration not stated),13,1,87,-4,0.7,-13,8,88,1.2
CCOC(=O)N1CCC(NS(=O)(=O)c2cc(Br)cnc2N)CC1,7,1,102,6,1.0,4,5,101,0.3
CC(=O)Cn1ncc(N2CCOCC2)cc1=O,15,-5,98,-4,-0.1,1,-8,97,0.4
CCOc1cccc(NC(=O)/C(C#N)=C/c2cccnc2)c1,25,x,111,0,1.7,12,-20,111,1.4
O=C(O)c1ccc(OCC2CCCO2)cc1 (configuration not stated),x,-6,105,-7,0.3,7,-10,103,-0.8
CCc1ccc(N2CC(C(=O)Nc3ccc4c(c3)OCCO4)CC2=O)cc1 (configuration not stated),32,4,102,-8,0.7,1,-4,103,-1.0
COc1ccc(S(=O)(=O)N2CCCOC2CNC(=O)C(=O)NCCCN2CCOCC2)cc1 (configuration not stated),43,30,104,-2,1.1,4,0,102,0.2
Cn1c(SCC(=O)Nc2cccnc2)nnc1-c1ccccc1F,2,8,99,4,0.9,-2,8,99,0.7
COc1ccc(-n2nc3c(c2NC(=O)C2CCCC2)CS(=O)(=O)C3)cc1,-32,7,102,-3,1.0,5,1,102,-0.6
CCCCSc1nnc([C@@H]2CCCN2C(=O)OC(C)(C)C)o1,16,16,109,-4,-1.4,14,-6,106,-1.8
CCCCN(Cc1ccco1)S(=O)(=O)c1csc(C(N)=O)c1,15,4,105,-2,1.5,-3,-13,101,0.0
COC(CNC(=O)c1ccc2c(c1)ncn2-c1ccc(F)cc1F)OC,-28,28,85,-5,1.8,-10,-4,91,0.7
Cc1nc(C)c(C(=O)Nc2cccc(F)c2)s1,34,24,112,-4,1.2,7,3,109,0.3
CCc1nn(CC(=O)NC2CCN(Cc3ccccc3)CC2)c(=O)c2cc3cc(F)ccc3n12,20,22,116,3,0.0,6,-7,105,-0.8
Cc1cc(C)cc(NC(=O)COC(=O)CCc2ccc(S(=O)(=O)N3CCOCC3)cc2)c1,-19,-4,98,-1,2.2,-1,2,104,1.5
NC(=O)CC(NC(=O)Cc1cccc2ccccc12)c1ccc(NC2CCCCC2)c([N+](=O)[O-])c1 (configuration not stated),20,x,104,-2,0.3,2,x,101,-0.3
CCOC(=O)c1[nH]c(=O)c2ccccc2c1O,-1,24,112,-5,0.2,7,-5,106,0.5
O=C1C2C(C(=O)N1/N=C/c1cc([N+](=O)[O-])c(O)cc1O)C1C=CC2C12CC2 (configuration not stated),8,11,98,-3,-0.1,0,-13,99,-2.4
COc1ccccc1CNC(=O)CNCC1CCCO1 (configuration not stated),9,20,109,-2,0.0,4,-7,99,-0.5
O=C(NCN1CCOCC1)c1cnccn1,14,6,101,3,1.2,-3,-10,99,0.4
CS(=O)(=O)Nc1ccc(-c2cn3cccnc3n2)cc1,33,8,107,-3,0.2,12,-11,102,-0.4
CCc1ccc(NC(=O)Cn2c3[n+](c4c(F)c(F)ccc42)CCCCC3)cc1,25,16,105,-5,0.4,-1,-9,103,-1.4
COc1ccc(NC(=O)CSc2nnc(Cn3cnc([N+](=O)[O-])n3)n2C)cc1,-2,20,77,-10,-0.5,1,-6,41*[inhibitor],-0.6

# Filtered by structure: the entries above containing two or more sulfur atoms (three)
SMILES,PHOSPHO1 inh,NALP1 yeast inh,MEKK2wt PB1 HTS,GalR3 antagonist,V1aR counter,MEKK2mut PB1 HTS,GPR7 antagonist,MEKK3 PB1 HTS,OXTR ag
O=C(CSc1nnc(SCc2ccccc2)s1)N/N=C/c1ccc(C(=O)O)cc1,20,0,97,1,0.3,6,-4,97,-0.5
CCN(Cc1ccccc1)C(=O)Cn1cc(S(=O)(=O)NC)c(S(=O)(=O)NC)c1,30,12,96,-6,0.6,1,-10,96,0.0
CCCCN(Cc1ccco1)S(=O)(=O)c1csc(C(N)=O)c1,15,4,105,-2,1.5,-3,-13,101,0.0

# Six entries drawn at random from those above, as already listed:
SMILES,PHOSPHO1 inh,NALP1 yeast inh,MEKK2wt PB1 HTS,GalR3 antagonist,V1aR counter,MEKK2mut PB1 HTS,GPR7 antagonist,MEKK3 PB1 HTS,OXTR ag
CCOC(=O)c1[nH]c(=O)c2ccccc2c1O,-1,24,112,-5,0.2,7,-5,106,0.5
CCCCN(Cc1ccco1)S(=O)(=O)c1csc(C(N)=O)c1,15,4,105,-2,1.5,-3,-13,101,0.0
COc1ccccc1CNC(=O)CNCC1CCCO1 (configuration not stated),9,20,109,-2,0.0,4,-7,99,-0.5
Cc1cc(C)cc(NC(=O)COC(=O)CCc2ccc(S(=O)(=O)N3CCOCC3)cc2)c1,-19,-4,98,-1,2.2,-1,2,104,1.5
CCc1ccc(NC(=O)Cn2c3[n+](c4c(F)c(F)ccc42)CCCCC3)cc1,25,16,105,-5,0.4,-1,-9,103,-1.4
CCc1nn(CC(=O)NC2CCN(Cc3ccccc3)CC2)c(=O)c2cc3cc(F)ccc3n12,20,22,116,3,0.0,6,-7,105,-0.8
